# Rab7 wt modul: modulators of GTP binding to dog Rab7 wildtype GTPase | GTP binding activity (percent of control), % at 10 µM | GST-Rab7 beads, fluorescent GTP binding, flow cytometry; actives lie on both sides; untreated = 100%, excess cold GTP = 0% | 190,000 compounds, 0.055% hits;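 active = fluorescent GTP binding to Rab7 beads changed by at least 20 points from the 100% baseline, either direction, mostly lower; inconclusive = compound itself probably fluorescent, or too few beads counted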;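 also: median green fluorescence of bound Bodipy-FL-GTP per Rab7 bead population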
# ABCG2 block: inhibitors of human ABCG2 transporter, ABCB1 counter-screen | Q9UNQ0 | IgMXP3 cells, JC-1 efflux, flow cytometry | inhibition, % at 6.6 µM | 190,000 compounds, 0.1% hits;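 active = inhibition above 80%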;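 also: 0% = DMSO and 100% = nicardipine control wells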
#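 Test system: IgMXP3 (ABCG2) plus far-red-tagged CCRF-Adr (ABCB1) cells / Amount: 3 million cells/mL in well / Reagent: JC-1 transporter substrate / Timing: 10 min compound exposure, 25 °C / Signal: flow cytometry, 530 nm JC-1 signal / Read-out: percent efflux inhibition, scaled nicardipine 100% to DMSO 0% / Benchmarks: nicardipine as high control, DMSO as low control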
# Rab2 wt GTP: changes GTP binding to wildtype dog Rab2A, up or down; P61105; GST-Rab2 wt beads, Bodipy-GTP binding, flow cytometry; 190,000 compounds, 0.19% hits; GTP binding activity, % at 10 µM;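 active = GTP binding activity at least 20 points away from 100%, either lowered or raised; inconclusive = signal likely due to the compound's own green fluorescence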;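 also: 0% = beads with excess unlabeled GTP and 100% = no-compound control corrected for plate trend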
# Rac1 wt GTP bind: modulators of human Rac1 wildtype GTP binding; P63000; GST-Rac1 beads, fluorescent GTP binding, flow cytometry; actives lie on both sides; 0 = cold GTP competed, 100 = untreated; GTP binding activity (% of control), % at 10 µM; 190,000 compounds, 0.27% hits; AID 757;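 active = GTP binding activity at least 20 points away from the 100% control level, either lower or higher; inconclusive = compound flagged as likely green fluorescent, judged across all proteins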
# GSH fluor: GSH bead compound fluorescence profile; 190,000 compounds, 0.25% hits; AID 1776; GSH beads flow cytometry, compound fluorescence 488/530 nm; active compounds read high; fluorescence (KMESF) at 10 µM; in the data active = fluorescence above about 89;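 also: glutathione beads carrying GST-tagged Bcl family fusion proteins plus one bare bead set; values are compound well signal with DMSO vehicle wells as background; inactives centre near 16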
# Pf gamet viab: kills late stage P. falciparum gametocytes. P. falciparum stage V gametocytes, ATP luminescence, 24 h. inhibition, % at 10.9 µM. 150,000 compounds, 0.065% hits;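 active = inhibition above the mean plus 3 SD of compounds within the control limits, set per campaign, cut at about 38% in these data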;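 also: 0% = DMSO wells and 100% = medium only without gametocytes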
# Rac1 act GTP bind: human Rac1 activated mutant GTP binding change; GST-Rac1 activated beads, fluorescent GTP binding, flow cytometry; actives lie on both sides; 100% means binding = to untreated wells; percent activity (GTP binding), % at 10 µM; 190,000 compounds, 0.11% hits;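 active = GTP binding at least 20 percentage points away from the 100% baseline, in either direction, so actives lie on both sides; inconclusive = Compound likely fluorescent itself, or too few beads counted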
# ABCB1 block: inhibitors of human ABCB1 transporter, ABCG2 counter-screen; inhibition, % at 6.6 µM; AID 1326; CCRF-Adr cells, JC-1 efflux, flow cytometry; P08183; 190,000 compounds, 0.067% hits; in the data active = inhibition above about 40%;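 also: 0% = vehicle and 100% = reference inhibitor; higher value means more JC-1 retained so stronger ABCB1 efflux block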
# Target sequence (P08183 whole entry, looked up): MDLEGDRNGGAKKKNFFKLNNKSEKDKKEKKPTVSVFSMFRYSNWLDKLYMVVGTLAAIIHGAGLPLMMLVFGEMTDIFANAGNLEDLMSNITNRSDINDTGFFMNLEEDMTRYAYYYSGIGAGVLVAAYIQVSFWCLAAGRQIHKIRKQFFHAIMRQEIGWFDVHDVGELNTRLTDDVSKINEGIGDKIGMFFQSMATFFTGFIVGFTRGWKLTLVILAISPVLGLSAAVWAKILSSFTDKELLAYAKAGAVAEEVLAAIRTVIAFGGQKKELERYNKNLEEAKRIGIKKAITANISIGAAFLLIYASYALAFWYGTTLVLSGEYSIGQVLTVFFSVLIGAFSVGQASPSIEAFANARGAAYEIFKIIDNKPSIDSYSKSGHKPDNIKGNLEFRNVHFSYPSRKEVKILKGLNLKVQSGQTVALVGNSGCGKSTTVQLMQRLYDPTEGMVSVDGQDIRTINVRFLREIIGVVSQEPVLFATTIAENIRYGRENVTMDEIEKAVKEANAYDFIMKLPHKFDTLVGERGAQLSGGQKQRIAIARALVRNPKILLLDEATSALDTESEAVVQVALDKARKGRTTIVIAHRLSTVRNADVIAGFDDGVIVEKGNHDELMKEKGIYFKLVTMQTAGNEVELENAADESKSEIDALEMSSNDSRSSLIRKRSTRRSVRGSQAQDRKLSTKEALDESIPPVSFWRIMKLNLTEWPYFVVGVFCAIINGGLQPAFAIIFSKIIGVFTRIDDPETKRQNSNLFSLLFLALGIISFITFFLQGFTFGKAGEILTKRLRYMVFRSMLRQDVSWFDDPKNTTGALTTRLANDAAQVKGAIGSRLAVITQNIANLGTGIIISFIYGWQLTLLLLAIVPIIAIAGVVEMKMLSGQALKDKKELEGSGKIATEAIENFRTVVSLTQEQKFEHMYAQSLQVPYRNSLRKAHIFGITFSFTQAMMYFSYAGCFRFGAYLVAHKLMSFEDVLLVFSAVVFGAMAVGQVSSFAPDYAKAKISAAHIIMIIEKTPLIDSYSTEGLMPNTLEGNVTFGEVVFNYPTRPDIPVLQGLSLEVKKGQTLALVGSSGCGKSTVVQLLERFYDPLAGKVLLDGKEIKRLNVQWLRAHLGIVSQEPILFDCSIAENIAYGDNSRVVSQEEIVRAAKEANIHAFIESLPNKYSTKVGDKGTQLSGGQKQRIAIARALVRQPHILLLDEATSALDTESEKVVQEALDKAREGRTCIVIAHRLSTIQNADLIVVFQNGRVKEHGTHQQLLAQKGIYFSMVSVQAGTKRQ
# Cdc42 wt GTP: changes GTP binding to wildtype human Cdc42 | GST-Cdc42 beads, Bodipy-GTP binding, flow cytometry; actives lie on both sides | AID 761 | 190,000 compounds, 0.2% hits | P60953 | percent activity (GTP binding), % at 10 µM;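 active = percent activity GTP binding at least 20 points away from the 100% baseline, either down as inhibitor or up as activator; inconclusive = compound flagged as likely green fluorescent from well-wide comparison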;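 also: median bead fluorescence of bound Bodipy-FL-GTP at 100 nM; 0% = excess unlabeled GTP control and 100% = no compound control; below 100% means less GTP binding so inhibitor and above means activator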
# Avidin bead fluor: compound fluoresces at 488/530 nm on avidin beads. compound fluorescence 488/530 nm, flow cytometry; active compounds read high. 220,000 compounds, 0.38% hits. fluorescence (KMESF) at 10 µM. AID 1775; in the data active = fluorescence above about 47; also: inactives centre near 10
# HRas wt GTP: changes GTP binding to wildtype human HRas. P01112. GST-Ras wt beads, Bodipy-FL-GTP binding, flow cytometry; actives lie on both sides. GTP binding activity, % at 10 µM. 190,000 compounds, 0.14% hits;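 active = GTP binding activity at least 20% away from the 100% baseline, either lowered as inhibitor or raised as activator; inconclusive = flagged as likely green fluorescent, judged across all proteins in the well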;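 also: 0% = unlabeled GTP competition control and 100% = no-compound control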
# The depositor's hits bear a star; ? = inconclusive; . = not tested or not shown. This is a random part of the collection; any-hit rate near 1.1%.
SMILES,Rab7 wt modul,ABCG2 block,Rab2 wt GTP,Rac1 wt GTP bind,GSH fluor,Pf gamet viab,Rac1 act GTP bind,ABCB1 block,Cdc42 wt GTP,Avidin bead fluor,HRas wt GTP
O=[N+]([O-])c1ccccc1Sc1nccn1Cc1ccccc1,94,2,93,101,11,5,96,0.0,95,12,96
CCOc1cc(-c2nc3cc(C)ccn3c2NCC2CCCO2)ccc1O (stereo not given),103,1,102,109,46,12,101,0.5,105,35,104
COc1ccc(OC)c2c(C)cc(NCCN3CCOCC3)nc12,93,2,95,95,55,.,96,0.4,97,9,96
CC(/C=C/c1ccccc1)=N\NC(=O)c1cc(C)[nH]n1,106,18,101,101,15,-13,99,1.0,101,12,101
COC(=O)COc1ccc(S(=O)(=O)N2CCCCC2)cc1[N+](=O)[O-],107,13,103,100,18,-12,94,0.4,97,9,98
CN(C)CCN(C)Cc1ccccc1Sc1cccc2ccccc12,103,3,104,106,10,-20,105,0.7,105,5,104
Nc1c(-c2ccccc2)cnc2ncnn12,100,2,101,107,23,-35,103,0.4,104,30,103
CCc1nnc(NS(=O)(=O)c2ccc(N/C=C\C(=O)c3ccc(F)cc3)cc2)s1,?,-1,?,?,17,.,?,-0.3,?,11,?
COc1ccc(N=Cc2ccc(CNS(=O)(=O)c3ccc(Cl)cc3)o2)cc1,95,4,96,96,9,.,91,0.5,97,9,98
CCOC(=O)c1c(C)[nH]c(C(=O)NNC(=O)c2ccc(C(C)(C)C)cc2)c1C,100,0,101,104,15,-14,99,0.5,99,8,99
CCN(C(=O)CSc1ccc2ccccc2c1)C1CCS(=O)(=O)C1 (stereo not given),101,13,99,105,8,-18,97,2.0,101,2,101
Cc1cc(Cl)ccc1NC(=S)N1CCN(C(=O)C2CCCO2)CC1 (stereo not given),99,-1,95,105,5,9,97,-0.3,101,12,98
O=C(CN1CCCCCC1)Nc1ccc(F)c(F)c1,97,0,95,95,22,.,90,-0.1,96,5,92
C=CCNc1nc(N2CCOCC2)c(C#N)c2c1CN(C)CC2,102,3,100,102,22,.,99,0.7,101,15,101
Cc1ccc(C)c(NC(=S)c2ccc3ccccc3n2)c1,99,-6,101,104,12,.,101,-1.2,98,-5,102

# Entries shown so far containing an aryl thioether with sulfur outside any ring, in the order listed:
SMILES,Rab7 wt modul,ABCG2 block,Rab2 wt GTP,Rac1 wt GTP bind,GSH fluor,Pf gamet viab,Rac1 act GTP bind,ABCB1 block,Cdc42 wt GTP,Avidin bead fluor,HRas wt GTP
O=[N+]([O-])c1ccccc1Sc1nccn1Cc1ccccc1,94,2,93,101,11,5,96,0.0,95,12,96
CN(C)CCN(C)Cc1ccccc1Sc1cccc2ccccc12,103,3,104,106,10,-20,105,0.7,105,5,104
CCN(C(=O)CSc1ccc2ccccc2c1)C1CCS(=O)(=O)C1 (stereo not given),101,13,99,105,8,-18,97,2.0,101,2,101

# 7 compounds from above, sorted by the number in Rab7 wt modul, highest first:
Molecule	Rab7 wt modul
CC(/C=C/c1ccccc1)=N\NC(=O)c1cc(C)[nH]n1	106
CCOc1cc(-c2nc3cc(C)ccn3c2NCC2CCCO2)ccc1O (stereo not given)	103
CCN(C(=O)CSc1ccc2ccccc2c1)C1CCS(=O)(=O)C1 (stereo not given)	101
Nc1c(-c2ccccc2)cnc2ncnn12	100
Cc1cc(Cl)ccc1NC(=S)N1CCN(C(=O)C2CCCO2)CC1 (stereo not given)	99
O=C(CN1CCCCCC1)Nc1ccc(F)c(F)c1	97
COc1ccc(OC)c2c(C)cc(NCCN3CCOCC3)nc12	93

# The results go on:
SMILES,Rab7 wt modul,ABCG2 block,Rab2 wt GTP,Rac1 wt GTP bind,GSH fluor,Pf gamet viab,Rac1 act GTP bind,ABCB1 block,Cdc42 wt GTP,Avidin bead fluor,HRas wt GTP
Cc1nc(N)nc(Nc2ccc(Cl)cc2)c1Br,?,5,?,?,25,4,?,0.6,?,8,?
c1ccc(-n2nnnc2-c2cccnc2)cc1,103,2,100,99,9,-15,97,0.5,95,20,98
CCOC(=O)c1c(C)[nH]c(C(=O)COC(=O)C(C)N2C(=O)C3CCCCC3C2=O)c1C (stereo not given),97,6,97,95,8,.,98,1.6,92,12,97
O=C(CCCCCNC(=S)Nc1ccc(Cl)cc1)C[N+](=O)[O-],97,-2,97,97,12,17,96,-0.9,98,9,95
CCN(C(=O)c1ccc(Cl)c([N+](=O)[O-])c1)c1ccccc1,104,5,100,97,24,-15,96,0.8,97,21,99
Cc1ccsc1C(=O)N/N=C/C=C/c1ccccc1[N+](=O)[O-],109,3,104,104,11,-16,96,0.7,106,20,107
COC(=O)c1ccc(NC(=O)C2CCCO2)cc1 (stereo not given),102,19,100,106,37,.,99,-0.1,104,15,103
O=C(Cc1cccc2ccccc12)NC(=S)Nc1cccc(C(=O)O)c1,93,10,93,94,22,-7,90,0.4,93,10,93
Nc1ccccc1SCC1CSc2nc3ccccc3c(=O)n21 (stereo not given),97,2,97,93,11,.,93,1.9,93,10,96
CCn1cc(C(=O)O)c(=O)c2cc(F)c(N/N=C/c3ccccc3[N+](=O)[O-])cc21,77*,22,58*,64*,4,2,78*,-1.1,82,20,63*
CCOC(=O)Cc1csc(NC(=O)Cc2ccc(C)cc2)n1,103,-2,100,100,11,-3,96,-0.8,99,21,100
COc1ccc2[nH]cc(C(=O)CN(C)CCc3ccc(OC)c(OC)c3)c2c1,98,4,97,95,26,3,96,0.4,98,16,98
O=C1NC(c2ccccc2)=NC1(NS(=O)(=O)c1ccccc1)C(F)(F)F (stereo not given),99,2,100,100,15,.,99,0.5,102,38,100
O=C(NCC(c1cccnc1)N1CCN(c2ccccc2F)CC1)c1ccco1 (stereo not given),106,1,106,108,24,.,102,0.4,104,7,103
C=CCNC(=O)c1cc(Cl)cc(Cl)c1,95,1,95,95,12,.,94,-0.1,98,9,95
CC(NC(=O)c1ccccc1)C(=O)N/N=C/c1ccc(O)cc1 (stereo not given),90,2,93,96,11,1,95,1.4,95,18,95
Cc1cccc(NC(=O)/C=C/c2ccc(Cl)cc2)n1,100,1,103,105,9,1,102,0.0,102,4,104
CCOc1cc(C(=O)OCC(=O)NCc2ccco2)cc(OCC)c1OCC,101,1,100,104,29,.,100,0.1,102,3,101
COc1ccc(CSc2nncn2C)cc1[N+](=O)[O-],102,-1,98,106,5,5,100,-0.1,104,14,103
CCCS(=O)(=O)N1CCN=C1SCc1cccc(C)c1,105,13,101,102,18,6,96,1.0,99,6,101
O=C(O)C(Cc1ccccc1)N1C(=O)/C(=C/c2ccccc2)SC1=S (stereo not given),95,0,87,88,7,3,87,0.3,89,3,91
CCN(CC)S(=O)(=O)c1cccc(C(=O)/C=C2/N(C)c3ccccc3C2(C)C)c1,98,17,95,103,6,.,98,8.0,96,3,99
O=c1c2c(nc3nc(NCc4cccc(Cl)c4)[nH]n13)CCC2,92,4,95,96,18,10,96,1.2,98,8,97
Cc1cccc(C(=O)NC(=S)Nc2ccc3[nH]c(=O)[nH]c3c2)c1,100,15,98,98,8,12,97,2.0,97,9,97
O=S(=O)(c1cccs1)N1CCN(CC(O)COc2cc(Cl)ccc2Cl)CC1 (stereo not given),103,1,98,103,43,.,98,0.5,99,34,100
CCSc1nnc(NC(=O)c2ccccn2)s1,99,-2,102,104,10,.,97,-0.4,105,33,101
Cn1ncc2c(NNC(=O)Cc3ccccc3)ncnc21,97,2,103,109,17,.,103,0.3,106,11,105
O=C(NCC12CC3CC(CC(C3)C1)C2)c1cc2n(n1)C(C(F)(F)F)CC(c1ccco1)N2 (stereo not given),94,7,103,102,17,-10,100,0.6,101,14,104
CCOC(=O)N1CCN(C(=O)CSCC(=O)Nc2nc(-c3ccc(OC)cc3)cs2)CC1,98,4,100,102,22,-61,99,1.1,103,11,103
